hERG WT inh – qHTS for Inhibitors of KCHN2 3.1: Wildtype qHTS. Voltage-gated inwardly rectifying potassium channel KCNH2 (Homo sapiens), Q12809. U2OS, BacMam KCNH2, thallium flux FluxOr; stronger effect = lower value. activity change, % at 1.84 µM. 0.37% of 340,000 active. AID 720551, 2013;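 active means maximum activity change below -70%; inconclusive means maximum activity change between -70% and -50%; inactive means maximum activity change above -50%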; further: on the % scale 0 is the no-effect control and ±100 the full control effect
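U2OS cells were transduced with wild-type KCNH2 virus (2.03 x 10^8 / mL) for 4 h at room temperature, then cultured overnight at 37 C. Thallium flux was read with FluxOr dye. Rate constants were normalized to DMSO controls.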
USP2a block – qHTS Assay for Inhibitors of Ubiquitin-specific Protease USP2a Using CHOP2 as the Reporter; Ubiquitin carboxyl-terminal hydrolase 2 (Homo sapiens), O75604; USP2 core, Ub-CHOP2 coupled fluorogenic reporter, 485/531; Potency, µM (doses to about 38.3 µM), for the others: at the top dose activity change, negative = inhibition, usual class: inhibitors; 0.01% of 330,000 active; AID 463254, 2010;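 further: potency means the concentration at half of the fitted maximal effect; plate controls were DMSO wells for no effect and full inhibition by NEM control for full effect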
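Deubiquitinase activity read as fluorescence (485/531 nm) after Ub-CHOP2 cleavage activates the enterokinase reporter on its substrate; USP2 core 10nM, Ub-CHOP2 and substrate 25nM each, 30min compound preincubation then 60min RT; data normalized to NEM, curves fitted.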
KCNH2 3.1 inh – qHTS for Inhibitors of KCHN2 3.1: Mutant qHTS | Potassium voltage-gated channel subfamily H member 2, brain isoform KCNH2 3.1 (human) | U2OS KCNH2 3.1, thallium flux FluxOr; stronger effect = lower value | activity change, % (tested at about 1.8 µM) | 0.95% of 340,000 active | AID 720553, 2013;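 active means maximum activity change below -70%; inconclusive means maximum activity change from -70% to -50%; inactive means maximum activity change above -50%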;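 further: thallium influx rate constant from kinetic fluorescence after stimulation buffer; on the % scale 0 is the no-effect control and ±100 the full control effect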
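Normalized rate constant (relative to positive and negative DMSO controls) derived from a 2 min kinetic fluorescence read after stimulation; U2OS cells expressing the 3.1 isoform via virus at 1.77 x 10^8 /mL.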
TCR activator – Activators of T cell receptors: qHTS campaign | 330,000 tested, under 10 active | AID 504894, 2011 | primary human leukocytes, anti-CD3, IL-2 HTRF, 48 h | Potency, µM (series often up to 9.22 µM), without a hit: at the top dose activation of IL-2 secretion, actives largely listed as activators; further: % of control where 0% means no effect
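IL-2 produced over 48 hr by a-CD3 bead-stimulated primary human leukocytes exposed to compounds was detected with a homogeneous time-resolved FRET immunoassay, 665nm acceptor signal after 320nm excitation.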
ELG1 repair inh – qHTS screen for small molecules that inhibit ELG1-dependent DNA repair in human embryonic kidney (HEK293T) cells expressing luciferase-tagged ELG1. HEK293T ELG1-luciferase reporter, luminescence, 16 h; DNA damage induced by 5-fluorouridine. AID 504467, 2011. Potency, µM (doses to about 46.1 µM), for inactives: top-dose activity change, negative = inhibition, usual class: inhibitors. 2.3% of 330,000 active; further: potency means the concentration at half of the fitted maximal effect; on the % scale 0 is the no-effect control and ±100 the full control effect; nearly all actives have a fitted effect of over 55% in size
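Cells (2,000 per well) received 5-fluorouridine plus test compound or DMSO and were incubated 16 hr at 37 °C, 5% CO2. Luciferase activity was read by luminescence 30 min after ONE-Glo addition; signal suppression marked inhibition of damage-induced ELG1 function.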
TRPV1 ag – HTS Assay for Compounds that Act as Agonists of the Vanilloid Receptor 1; activation, % at 8.33 µM; AID 540275, 2011; TRPV1-expressing cells, Fluo-8 calcium influx, agonist mode; 0.19% of 320,000 active; Transient receptor potential cation channel subfamily V member 1 (Homo sapiens), Q8NER1; in the data active means activation above about 80%; inconclusive means between about 30% and that limit; further: 0% is about no effect
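Fluo-8 calcium influx in TRPV1-expressing cells, kinetic read (ex 480/em 520 nm). Compound added and read 3 min for agonist activity, followed by capsaicin at EC20 final and 2 min further read for enhancement.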
TSHR antag – Antagonists of the Thyroid Stimulating Hormone Receptor: HTS campaign | activity change, negative = inhibition, % at 11.5 µM | 0.2% of 330,000 active | AID 504810, 2011 | TSHR-expressing cells, TSH-stimulated cAMP HTRF, 2 h; stronger effect = lower value | Thyrotropin receptor (Homo sapiens), P16473;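 active means activity change below a set negative limit, meaning inhibition stronger than a set level, cut at about -70% in these data; inconclusive means activity change between two set negative limits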; further: on the % scale 0 is the no-effect control and ±100 the full control effect
Target sequence (P16473 whole entry, looked up): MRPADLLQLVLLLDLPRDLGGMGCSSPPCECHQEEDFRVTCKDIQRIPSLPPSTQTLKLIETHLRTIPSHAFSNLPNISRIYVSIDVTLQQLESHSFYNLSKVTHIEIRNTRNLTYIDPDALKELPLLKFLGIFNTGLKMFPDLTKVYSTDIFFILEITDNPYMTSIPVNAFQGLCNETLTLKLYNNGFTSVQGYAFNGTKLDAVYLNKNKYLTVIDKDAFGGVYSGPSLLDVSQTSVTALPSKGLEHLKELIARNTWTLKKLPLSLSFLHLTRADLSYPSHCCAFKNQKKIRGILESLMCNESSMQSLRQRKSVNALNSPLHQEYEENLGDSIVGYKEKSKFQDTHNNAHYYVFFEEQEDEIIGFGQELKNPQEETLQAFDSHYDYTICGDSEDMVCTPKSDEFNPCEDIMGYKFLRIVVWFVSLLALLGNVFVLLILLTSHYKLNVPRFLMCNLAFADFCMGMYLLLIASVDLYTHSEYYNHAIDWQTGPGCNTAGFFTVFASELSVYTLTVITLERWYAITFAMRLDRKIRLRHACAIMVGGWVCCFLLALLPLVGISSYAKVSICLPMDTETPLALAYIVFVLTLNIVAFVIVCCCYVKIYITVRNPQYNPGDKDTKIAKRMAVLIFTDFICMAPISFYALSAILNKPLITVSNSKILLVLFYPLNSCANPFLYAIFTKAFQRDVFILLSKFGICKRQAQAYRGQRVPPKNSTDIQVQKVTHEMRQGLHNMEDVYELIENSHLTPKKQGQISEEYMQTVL
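Cell-based HTRF cAMP assay; TSHR cells + compound, TSH EC80 (4nM final), 2 h, 37 deg C. Lysis with anti-cAMP cryptate and cAMP-d2, 30 min RT, read 665/620 nm.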
Eya2 inh – qHTS Assay for Inhibitors of the Phosphatase Activity of Eya2; Protein phosphatase EYA2 (Homo sapiens), O00167; recombinant Eya2, OMFP fluorescence dephosphorylation (OMFP is methylfluorescein phosphate); Potency, µM (titrated, usually from 76.9 µM), without a hit: at the highest dose activity, negative = inhibition, most hits filed as inhibitors; 0.006% of 330,000 active; further: potency means the concentration at half of the fitted maximal effect; on the % scale 0 is the no-effect control and ±100 the full control effect
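Eya2 protein (added as 0.2 uM solution) was preincubated with compound for 10 min at ambient temperature in 50 mM HEPES pH 7.5, 50 mM NaCl, 5 uM MgCl2, 0.05% BSA, 1 mM DTT. OMFP (added at 50 uM) then reacted 10 min; fluorescence read at 485/525 nm.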
Mito fusion act – qHTS Assay for Small Molecule Inhibitors of Mitochondrial Division or Activators of Mitochondrial Fusion; Potency, µM (top dose mostly 46.1 µM), without a hit: at the highest dose growth rescue (activation), usual class: activators; 0.23% of 320,000 active; S. cerevisiae fusion-defective mutant growth rescue, CellTiterGlo 48 h;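 further: potency means the concentration at half of the fitted maximal effect; % of control where 0% means no effect; nearly all actives have a fitted effect of over 45% in size; temperature-sensitive fusion mutants such as fzo1-1 at 37 °C on non-fermentable ethanol glycerol medium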
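Read-out: ATP-based luminescence (CellTiterGlo, 10 min ambient) reporting growth of fusion-defective ts yeast after 48 hours at 37C on glycerol/ethanol YPEG medium in the presence of compound.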
A-T KAP1 phos – qHTS Assay for Identifying a Potential Treatment of Ataxia-Telangiectasia; […] A-T fibroblasts, KAP-1 phosphorylation AlphaLISA; neocarzinostatin DNA damage 30 min before lysis; Potency, µM (top dose mostly 57.5 µM), inactives show at the top dose activation, most hits filed as activators; 0.19% of 320,000 active; AID 485349, 2010; further: potency means the concentration at half of the fitted maximal effect; % of control where 0% means no effect; nearly all actives have a fitted effect of over 45% in size
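ATM-like activity read as KAP-1 phosphorylation via AlphaLISA donor/acceptor antibody pairs after lysis and 6 hr at 25C. Cells were ATM-null patient fibroblasts ([…], hTERT), dosed 60 min, then exposed to the DSB inducer NCS for 30 min.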
Numbers without * were called inactive; u = inconclusive; x = no result given; [ ] = dose if it differs, or a comment. Unless noted, the call rests on the fitted dose curve; in most records, active means well fitted curve in the direction sought with a large enough effect; inconclusive means small, poorly fitted or top-dose-only effect, or another doubt; inactive means no such curve, though single readings can be large; an effect the other way counts as inactive or inconclusive. These rows are one share of the data; the hit share may differ from the screen's.

entry	mol	hERG WT inh	USP2a block	KCNH2 3.1 inh	TCR activator	ELG1 repair inh
1	CCCc1nc2ccc(N)cc2c(=O)n1Cc1ccccc1Cl	-4	0%	-9	1%	u
2	O=C(NCCCN1CCCCCC1)c1ccc(N2CCCC2=O)cc1	3	0%	8	-2%[46.1 µM]	17%
3	CCc1ccc(OCC(O)Cn2c(N3CCCCC3)nc3c2c(=O)[nH]c(=O)n3C)cc1 (stereo not drawn)	5	3%	1	x	-47%
4	Cc1cc(Cl)c2oc(C(=O)N(C)CCc3cnn(C)c3)c(C)c2c1	2	0%	2	4%	16%
5	OC[C@@H]1CCCN1Cc1nc(-c2cccs2)no1	8	-1%	13	-3%	u
6	CCOc1ccc(N(CC(=O)NCc2ccc(OC)cc2)S(=O)(=O)c2c(C)[nH]c(=O)[nH]c2=O)cc1	5	2%	-2	0%	14%
7	Cc1nnc(SCC(=O)N2CC(=O)Nc3ccccc32)n1C	13	5%	1	5%	15%
8	Cc1ccc(/C=N/NC(=O)C[n+]2ccccc2)s1	-6	9%	-1	5%	u
9	COc1cc(Cn2nnc3ccccc32)cc(Br)c1O	-8	2%	23	1%	6%
10	CCOc1cc(C2C3=C(CCCC3=O)N(CCC(=O)O)C3=C2C(=O)CCC3)ccc1OS(=O)(=O)c1ccc(C)cc1	3	-1%	0	-1%[46.1 µM]	11%
11	O=C(/C=C/c1ccccc1Cl)OCC(=O)c1ccc[nH]1	-6	1%	-13	3%	u
12	CC1(C)C(=O)OC(c2cccs2)C(C)(C)C1=O (stereo not drawn)	-3	4%	-6	3%	-15%

entry	TRPV1 ag	TSHR antag	Eya2 inh	Mito fusion act	A-T KAP1 phos
1	4	6	-8%	-9%	7%
2	-1	5	-4%	-2%	-6%
3	1	-22	-3%	5%	-10%
4	24	3	-10%	22%	-7%
5	3	12	1%	0%	-3%
6	1	-1	3%	0%	-3%
7	3	8	-3%	-3%	x
8	1	29	-26%	-1%	1%
9	2	2	-16%	-1%	-2%
10	5	6	7%	-1%	24%
11	9	-15	-5%	11%	-4%
12	3	4	7%	2%	-2%

Further results follow:
entry	mol	hERG WT inh	USP2a block	KCNH2 3.1 inh	TCR activator	ELG1 repair inh
13	Nc1nc2c(s1)C(=O)CCC2	-9	-2%	-19	-3%	8%
14	CCOC(=O)C1=C(C)N(CCCC(=O)O)C(=O)NC1c1ccccc1OS(=O)(=O)c1ccc(C)cc1 (stereo not drawn)	x	1%	x	3%	10%
15	COC(=O)c1c(NC(=O)CCCC(=O)O)sc2c1CCCCC2	28	0%	8	-23%	7%
16	COc1cc2c(cc1OC)[C@@H]1Cc3cc4c(cc3[C@H](C2)N1C)OCO4	5	1%	-2	-1%	-5%
17	CN(Cc1ccc(F)cc1)C(=O)c1ccc(NC(=O)CC2SC(N3CCCC3)=NC2=O)cc1 (stereo not drawn)	-11	-9%	5	0%	1%
18	CS(=O)(=O)NCc1nnc(SCC(=O)NC2CCCCC2)n1-c1ccc(F)cc1	6	0%	-9	-3%	9%
19	CCSc1nnc(NC(=O)CC)s1	-1	0%	-2	3%	24%
20	c1coc(-c2ccc3ncnc(NCc4cccs4)c3c2)c1	x	-2%	x	x	x
21	COc1ccc(C)cc1NC(=O)CN(C)S(=O)(=O)c1ccc2c(c1)c(=O)n(C)c(=O)n2C	-1	1%	10	1%	u
22	CC(C)[C@@H](C(=O)NCc1ccco1)N1C(=O)N2CCc3c([nH]c4ccccc34)[C@@]2(C)C1=O	2	-5%	1	13%	-3%
23	Cc1c(C)c2c(OCC(=O)NCc3ccco3)cc3c(c2oc1=O)CCC(C)(C)O3	-5	0%	-1	-22%	28%
24	CCCS(=O)(=O)N1CCN(C(=O)COc2ccc(-c3ccccc3)cc2)CC1	22	-2%	-27	2%[46.1 µM]	u

entry	TRPV1 ag	TSHR antag	Eya2 inh	Mito fusion act	A-T KAP1 phos
13	-2	-4	-3%	-2%	-6%
14	5	-13	14%	-1%	-14%
15	-1	-16	25%	2%	-3%
16	4	8	7%	-6%	10%
17	1	21	-32%	-2%	0%
18	2	4	-17%	-1%	12%
19	0	8	7%	2%	-1%
20	x	-5	-18%	9%	1%
21	-16	12	-6%	-3%	-10%
22	14	39	-16%	9%	-8%
23	7	-3	-12%	-1%	-1%
24	-4	-9	-2%	-1%	2%

Part of the list above in order of formula weight, low to high.
entry	mol	hERG WT inh	USP2a block	KCNH2 3.1 inh	TCR activator	ELG1 repair inh
19	CCSc1nnc(NC(=O)CC)s1	-1	0%	-2	3%	24%
20	c1coc(-c2ccc3ncnc(NCc4cccs4)c3c2)c1	x	-2%	x	x	x
15	COC(=O)c1c(NC(=O)CCCC(=O)O)sc2c1CCCCC2	28	0%	8	-23%	7%
22	CC(C)[C@@H](C(=O)NCc1ccco1)N1C(=O)N2CCc3c([nH]c4ccccc34)[C@@]2(C)C1=O	2	-5%	1	13%	-3%

entry	TRPV1 ag	TSHR antag	Eya2 inh	Mito fusion act	A-T KAP1 phos
19	0	8	7%	2%	-1%
20	x	-5	-18%	9%	1%
15	-1	-16	25%	2%	-3%
22	14	39	-16%	9%	-8%

Next structures follow:
entry	mol	hERG WT inh	USP2a block	KCNH2 3.1 inh	TCR activator	ELG1 repair inh
25	CCn1nc(NC(=O)c2ccncc2)c2cc3ccc(C)cc3nc21	7	24%	-4	6%	u
26	CCN1CCN(C(=O)c2ccc(C)c(S(=O)(=O)Nc3cccc(C)c3)c2)CC1	12	5%	3	11%	20%
27	Cc1cc(NC(=O)CSCC(=O)OCC(=O)Nc2cc(C)c(C)cc2[N+](=O)[O-])no1	2	-1%	7	2%	23%
28	Cc1c(C(=O)OCC(=O)N2CCN(c3ccccc3)CC2)oc2ccccc12	-1	-6%	-11	5%	u
29	COc1ccccc1C(=O)NC(=O)COC(=O)CNC(=O)c1ccccc1F	25	4%	8	-2%	2%
30	CCOc1ccc(CCNC(=O)c2ccc3c(=O)[nH]c4c(C(=O)NC(C)C)sc(=S)n4c3c2)cc1	13	3%	-5	3%	u
31	O=C(c1cc(-c2ccco2)nc2ccccc12)N(Cc1nnc(-c2ccc(Cl)cc2)o1)C1CC1	-4	-3%	-10	8%	u
32	Cc1cc(C(=O)CN2C(=O)NC3(CCCCCC3)C2=O)c(C)n1C	-6	-2%	6	1%	u
33	COc1ccc(CCNC(=O)C2CCCN2C(=O)Nc2cccc(C(C)=O)c2)cc1OC (stereo not drawn)	24	0%	17	2%	3%
34	O=C(NC(C(=O)N/N=C/c1cccnc1)c1n[nH]c(=O)c2ccccc12)c1ccccc1 (stereo not drawn)	-1	-7%	8	3%	0%

entry	TRPV1 ag	TSHR antag	Eya2 inh	Mito fusion act	A-T KAP1 phos
25	u	-15	4%	1%	-5%
26	0	24	7%	-3%	12%
27	4	-1	-8%	6%	-9%
28	x	22	6%	x	8%
29	x	x	4%	x	29%
30	4	-85*	2%	1%	-2%
31	1	-4	40%	18%	-1%
32	3	-6	15%	5%	4%
33	2	-1	-4%	0%	1%
34	-1	-8	-9%	1%	-2%
